HTR2A ag = agonists of mouse serotonin 5-HT2A receptor (HTR2A); P35363; CHO-K1 mHTR2A beta-arrestin complementation, luminescence; percent of 30 µM serotonin response; activation, % at 7.6 µM; 360,000 tested, 0.66% active; AID 624169;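 active = activation above a run cutoff, the mean activation of all tested compounds plus 3 SD, cut at about 14% in these data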;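 note: 0% = plate median of compound wells and 100% = 30 µM serotonin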
Target sequence (P35363 whole entry, looked up): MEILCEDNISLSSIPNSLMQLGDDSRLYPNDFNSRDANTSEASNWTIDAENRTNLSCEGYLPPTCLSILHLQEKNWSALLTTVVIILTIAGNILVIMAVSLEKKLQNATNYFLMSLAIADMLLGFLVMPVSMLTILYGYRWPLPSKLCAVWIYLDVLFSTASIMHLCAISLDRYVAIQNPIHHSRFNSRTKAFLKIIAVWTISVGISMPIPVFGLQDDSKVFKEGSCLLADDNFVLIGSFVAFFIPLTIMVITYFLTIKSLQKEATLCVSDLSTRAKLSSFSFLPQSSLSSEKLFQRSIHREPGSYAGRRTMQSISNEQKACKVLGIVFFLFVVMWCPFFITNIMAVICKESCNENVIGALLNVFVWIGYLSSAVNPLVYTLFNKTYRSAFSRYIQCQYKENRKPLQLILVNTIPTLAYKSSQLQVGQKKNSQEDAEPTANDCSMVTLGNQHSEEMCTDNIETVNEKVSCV
NR2E3 ag-1 = agonists of human nuclear receptor NR2E3; Q9Y5X4; GST-NR2E3/biotin-RetCOR TR-FRET, 1536-well; inhibition of corepressor binding, % at 4.78 µM; 320,000 tested, 0.12% active; AID 2300;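 active = percent inhibition above the cutoff of mean plus 3 SD of all tested compounds, set per screening campaign, cut at about 20% in these data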;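 note: 0% = DMSO wells and 100% = biotin wells as full block of FRET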
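Material – GST-tagged NR2E3 plus biotinylated RetCOR corepressor · Quantity – NR2E3 fusion 1.35 nM · Times – 5 h incubation at 4 °C · Medium – pH 7.5 Tris-based buffer · Technique – TR-FRET, Eu(K)-anti-GST donor, streptavidin-D2 acceptor, ex 340, em 617/671 nm · Benchmarks – high control biotin, low control 0.6% DMSO · Format – 1536-well plates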
hiPSC survival = enhancers of human iPSC single-cell survival. hiPSC single-cell survival, ATPlite luminescence; 100% = ROCK inhibitor wells, 0% = DMSO. survival enhancement, % at 20 µM. 360,000 tested, 0.044% active. AID 602274; in the data active = survival enhancement above about 18%;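 note: cells exposed to compounds for 16 hours before the ATP read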
H9c2 protect = modulators protecting cardiomyocytes from myocardial damage; H9c2 cardiomyocytes, H2O2 injury protection, ATPLite, 2 h; protection from H2O2 cell death, % at 20 µM; 360,000 tested, 0.63% active;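 active = compounds giving at least 50% protection of heart cells from peroxide-induced death in the single-dose screen, raw or plate-pattern-corrected value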;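 note: 0% = DMSO wells with peroxide and 100% = DMSO wells without peroxide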
PDI inh = inhibitors of human protein disulfide isomerase; AID 588391; PDI insulin aggregation turbidity, A650, 90 min; 350,000 tested, 0.052% active; inhibition, % at 10 µM; P07237;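 active = mean inhibition across replicates of 30% or more, whatever share of single replicates reach that level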;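 note: absorbance from insulin aggregation driven by PDI reduction with DTT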
Target sequence (P07237 whole entry, looked up): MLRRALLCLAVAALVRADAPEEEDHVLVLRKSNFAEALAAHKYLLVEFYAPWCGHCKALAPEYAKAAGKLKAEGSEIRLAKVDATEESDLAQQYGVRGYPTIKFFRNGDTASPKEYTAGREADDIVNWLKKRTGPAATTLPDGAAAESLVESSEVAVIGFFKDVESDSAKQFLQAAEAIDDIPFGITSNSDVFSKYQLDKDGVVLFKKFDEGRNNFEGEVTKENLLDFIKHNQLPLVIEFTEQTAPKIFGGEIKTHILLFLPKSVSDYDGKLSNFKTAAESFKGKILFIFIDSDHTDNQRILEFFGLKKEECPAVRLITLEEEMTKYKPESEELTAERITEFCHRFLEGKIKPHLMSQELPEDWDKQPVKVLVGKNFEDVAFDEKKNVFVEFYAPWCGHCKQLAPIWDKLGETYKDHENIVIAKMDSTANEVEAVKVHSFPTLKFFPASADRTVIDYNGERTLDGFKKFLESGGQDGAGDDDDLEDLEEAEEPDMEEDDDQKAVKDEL
CaV13 FRET inh = Primary screen for inhibitors of IQ motif and Ca2+-dependent inactivation inhibitor domain binding in CACNA1D, Förster resonance energy transfer in living cells, …. HEK cells, CFP/YFP FRET ICDI-IQ, plate reader, 10 min; percent FRET-ratio fall versus neutral wells. inhibition, % at 12.3 µM. 340,000 tested, 0.098% active;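 active = mean replicate inhibition of at least 30% and at least 1% of replicates passing that level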;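 note: 0% = median of the neutral control wells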
MITF TRPM1 inh = inhibitors of MITF-driven TRPM1 promoter in melanoma cells; AID 488899; SK-MEL-5 TRPM1 promoter luciferase, 24 h; inhibition, % at 12.5 µM; 330,000 tested, 0.83% active;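 active = mean inhibition across replicates of 60% or more, whatever share of single replicates reaches that level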; note: values of inactives mirror those of a sister screen read the other way
Shn3 3UTR inh = inhibitors of Schnurri-3 3'UTR reporter in osteoblasts. Clone20 osteoblast Shn3 3'UTR firefly luciferase, 24 h. inhibition, % at 12.5 µM. 360,000 tested, 0.52% active. AID 588674;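 active = mean inhibition of at least 75% with every replicate also reaching 75%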;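 note: 0% = median of neutral control wells and 100% = pilot-screen positive control compound; some compounds past the cut are filed as inactive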
Peg3 promoter = Peg3 promoter activity inhibition. HeLa PEG-Prom luciferase reporter, luminescence, overnight. inhibition, % at 20 µM. 360,000 tested, 1.7% active;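 active = inhibition of at least 50% at 20 µM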
HIF-2a inh = HIF-2a inhibition | inhibition, % at 18.8 µM | AID 624352 | 360,000 tested, 0.72% active | 786-0 RCC cells HIF-2a reporter, luciferase luminescence, overnight;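 active = inhibition of the luminescence signal of 40% or more relative to plate controls, in a single-dose primary screen at 18.75 µM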
NR2E3 ag-2 = activates human NR2E3 receptor; inhibition of corepressor binding, % at 3.98 µM; Q9Y5X4; CHO-S Gal4-NCOR/VP16-NR2E3 two-hybrid, luciferase; AID 602229; 360,000 tested, 0.35% active;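 active = inhibition above the mean of all tested compounds plus 3 SD, cut at about 70% in these data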;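 note: 0% = DMSO with NR2E3 transfected cells and 100% = cells lacking NR2E3 construct; higher means lower luciferase signal from less NR2E3 corepressor binding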
An asterisk follows results filed as active; nt = no result given.

SMILES	HTR2A ag	NR2E3 ag-1	hiPSC survival	H9c2 protect	PDI inh	CaV13 FRET inh	MITF TRPM1 inh	Shn3 3UTR inh	Peg3 promoter	HIF-2a inh	NR2E3 ag-2
CC(=O)OCC1OC(Sc2cccc3cccnc23)C(OC(C)=O)C(OC(C)=O)C1OC(C)=O (stereo unspecified)	-2	-2	0.2	4	11	-6	16	20	-3	11	-8
C[C@H](NS(=O)(=O)c1ccc2c(c1)OCCCO2)C(=O)N1CCN(Cc2ccccc2)CC1	-3	nt	-0.4	2	-6	-3	2	-9	6	9	23
CN(C(=O)COC(=O)/C=C/c1ccc2ccccc2n1)c1c(N)n(Cc2ccccc2)c(=O)[nH]c1=O	5	1	-0.4	13	1	-2	48	1	2	13	-26
CN(CC(=O)Nn1cnnc1)S(=O)(=O)c1ccc(Br)cc1	-2	0	-1.9	2	-4	-7	18	1	12	0	0
COc1ccc(OC)c(CN2C(=O)c3ccccc3C2C(=O)NCc2cccnc2)c1 (stereo unspecified)	-9	3	1.0	-9	1	-7	-2	13	2	4	-36
CCCn1c(SCC(=O)NCCc2ccccc2)nnc1-c1ccco1	-4	-3	1.3	-6	7	-4	8	3	5	7	0
O=C(Nc1cccc(NC(=O)c2ncn[nH]2)c1)c1cccc(Cl)c1	5	-1	0.7	-1	-2	0	-3	-2	7	6	-7
CC(=O)NCc1ccc(S(=O)(=O)N/N=C/c2ccc(N(C)C)cc2)cc1	8	-3	-0.6	-1	-4	-3	0	-5	16	7	8
CC(=O)c1cccc(NC(=O)/C(=C\c2cccnc2)NC(=O)c2ccccc2)c1	9	2	0.4	1	19	-3	4	-12	0	12	-15
CCCCC(=O)Nc1cccc(NC(=O)c2ccccc2Br)c1	-6	-1	2.2	-4	1	-3	13	4	-13	6	-12
Cc1ccc(NC(=O)[C@H](C)NC(=O)C2CCN(C(=O)[C@H](CC(C)C)NC(=O)OC(C)(C)C)CC2)cc1	5	-2	0.0	5	6	-3	0	15	17	5	13
CN(C)/C=N/c1nc2nccc(-c3ccc(F)cc3)n2n1	2	-2	1.2	9	2	-2	8	-60	4	4	-10
O=C(c1c[nH]c(C(=O)C(Cl)(Cl)Cl)c1)c1ccccc1Br	-1	1	-3.3	3	-3	-7	-7	14	31	27	-16
Cc1ccc(S(=O)(=O)Nc2nc3ccccc3nc2N2CCOCC2)cc1	2	nt	7.8	5	-2	-6	6	-11	-1	12	0
CCOc1ccc(/C=C2/SC(=O)NC2=S)cc1	1	0	-0.6	-2	11	-7	-11	-29	-108	-142	-102
COC(=O)c1cccc(N(C(=O)c2ccco2)C(C(=O)NC2CCCC2)c2ccco2)c1 (stereo unspecified)	1	1	1.6	16	3	-1	0	-18	5	11	7
Fc1cccc(CSc2nnc3c(n2)[nH]c2ccccc23)c1	2	0	3.5	-11	-4	-13	-44	29	-191	-254	-63
CCOc1ccc(NC(=O)CN2C(=O)COc3ccc(S(=O)(=O)N4CCCCC4)cc32)cc1	7	2	2.4	-9	9	-14	-6	67	3	0	5
Cc1cc(C)cc(N=Cc2[nH]c3ccc(Br)c(Cl)c3c2O)c1	4	-1	-0.6	-14	-3	-2	10	2	3	6	5
O=C(Nc1ccccc1)Nc1ccc(NC(=O)c2ccccc2O)cc1	-3	1	-0.1	4	-3	-1	0	10	-28	-54	-28
COc1cc2ccc(C(C)=O)c(O)c2cc1OC	-4	nt	1.4	9	-4	-17	nt	-11	-22	-28	3
COc1cc(C2c3cc4c(cc3OC(NNC(N)=S)C2C)OCO4)cc(OC)c1OC (stereo unspecified)	6	nt	0.3	-6	0	-5	43	-22	-10	21	7
Cn1c(=O)[nH]c(=O)c2c1nc(NCCCn1ccnc1)n2Cc1cccc(Br)c1	-1	0	13	14	-3	-5	-1	-3	-18	3	-16
COc1cc(/C=N/Nc2nc(=O)[nH]nc2C)cc(OC)c1O	-1	-5	0.2	2	3	2	-4	-19	1	10	1
CC1(C(=O)NS(=O)(=O)c2cccs2)CCN1C(=O)c1ccccc1CCc1ccccc1 (stereo unspecified)	1	nt	-2.5	3	0	-5	nt	5	1	2	3

Sorted by the number under MITF TRPM1 inh (falling): 3 of the compounds above.
canonical_smiles	MITF TRPM1 inh
COc1cc(C2c3cc4c(cc3OC(NNC(N)=S)C2C)OCO4)cc(OC)c1OC (stereo unspecified)	43
CN(C)/C=N/c1nc2nccc(-c3ccc(F)cc3)n2n1	8
Cn1c(=O)[nH]c(=O)c2c1nc(NCCCn1ccnc1)n2Cc1cccc(Br)c1	-1

(next part)
SMILES	HTR2A ag	NR2E3 ag-1	hiPSC survival	H9c2 protect	PDI inh	CaV13 FRET inh	MITF TRPM1 inh	Shn3 3UTR inh	Peg3 promoter	HIF-2a inh	NR2E3 ag-2
CCC1=NN(C(=O)c2ccc(Cl)cc2)C(O)(c2ccc(C)cc2)C1 (stereo unspecified)	-7	nt	-0.1	-1	1	-2	14	10	22	11	-13
CCCCn1c(=O)c(CCC(=O)OCC(=O)NC(=O)NCCC(C)C)nc2ccccc21	-1	0	-0.6	-4	-1	-1	-3	18	17	5	-23
COc1ccc(OCc2cc(C(=O)NCC(C)Oc3cccnc3)no2)c(Cl)c1 (stereo unspecified)	6	-2	-0.4	-6	3	-11	-29	-16	-173	-165	-64
O=C(NC1CCCc2ccccc21)c1cncc(Br)c1 (stereo unspecified)	6	3	0.4	-8	-4	-1	-4	4	10	11	-6
O=c1c(/C=C(\O)c2ccc(F)cc2)nc2ccccc2n1-c1ccccc1	-4	0	-0.1	-2	-3	-12	-53	-6	-42	-167	-22
CN(C)S(=O)(=O)N1CCN(C(=O)c2cccs2)CC1	-1	1	1.0	5	-8	-11	2	-46	-4	-4	-17
Cc1nnc(SCC(=O)Nc2sccc2C#N)n1Cc1ccccc1	9	2	-2.0	6	0	-4	3	-5	10	0	3
COC(=O)C(Cc1ccc(O)cc1)NC(=O)C12CC3CC(CC(C3)C1)C2 (stereo unspecified)	-1	2	-1.6	0	8	-7	15	-29	12	10	-5
O=C(CNC(=O)C1CCCCC1)OC(C(=O)c1ccccc1)c1ccccc1 (stereo unspecified)	7	1	4.2	7	-2	-6	7	19	-1	0	11
Brc1cc2c(cc1CN1CCc3ccccc3C1)OCO2	-14	-1	-0.1	-4	-1	-20	8	3	1	-4	12
O=[N+]([O-])c1ccc(C=NNc2ccc(S(=O)(=O)O)cc2)cc1	-4	nt	-0.1	0	4	-9	8	6	9	2	10
Cc1ccccc1OCC(=O)Nc1cccc(N(C)S(C)(=O)=O)c1	4	2	4.6	-4	-8	-8	-19	-19	-57	-85	6
CCOC(=O)Cc1csc(NC(=O)CSc2nnnn2-c2ccc(F)cc2)n1	-4	3	8.2	-6	6	-8	-18	13	-12	24	-3
Cc1c(C)n(C)c2ccc([N+](=O)[O-])cc12	-5	-1	3.0	-2	3	-4	-3	-4	3	-17	-13
CCN1C[C@@H]2[C@@H]3C(=O)N(Cc4ccccc4)C(=O)[C@@H]3[C@](C)(C1=O)N2C(=O)c1ccccc1	-1	nt	9.6	-3	4	-5	-5	-5	-2	13	-13
N#CCCN(C(=O)COC(=O)c1ccc2ccccc2n1)c1ccccc1	-1	1	2.2	8	-10	-5	4	-11	-5	9	-1
Cc1nc(N)c(C#N)c(-c2cccnc2)c1-c1ccccc1	1	2	0.9	-5	-2	-21	1	23	9	29	4
Cc1ccc(S(=O)(=O)CCc2nc3ccccc3s2)cc1C	1	1	5.4	-8	2	-5	8	-9	-2	-13	-8
Nc1nn(S(=O)(=O)c2ccccc2)cc1-c1cccc([N+](=O)[O-])c1	-3	-2	-1.6	-8	0	nt	14	19	21	0	9
CCC(=O)N1CCc2cc(Br)cc(S(=O)(=O)NCCCN(C)Cc3ccccc3)c21	-6	2	0.3	14	10	-3	10	7	1	5	17
COc1ccc(S(=O)(=O)N2CCCCCC2)cc1NC(=O)CCNC(=O)c1ccc(Cl)cc1	-1	nt	-1.4	0	-2	-5	nt	-1	-13	14	-39
Nc1nc(-c2ccc3ccccc3c2)c(C2(O)C(=O)Nc3c(Br)cc(F)cc32)s1 (stereo unspecified)	2	-2	0.0	-1	0	-4	2	-17	-4	3	-22
COc1ccc(N2CC(C(=O)Nc3nnc(SCC(=O)N4CCOCC4)s3)CC2=O)cc1 (stereo unspecified)	4	0	0.2	5	2	-3	-10	-24	-12	1	-18
Cc1ccc(C)c(N2CCN(C(=S)Nc3ccc4nc(N5CCN(C)CC5)cc(C)c4c3)CC2)c1	-9	2	-0.5	-7	0	-3	85*	41	31	1	-1
O=C(O)/C=C/C(=O)Nc1ccc(Cc2ccc(NC(=O)/C=C/C(=O)O)cc2)cc1	8	0	-0.8	6	-4	-5	-6	10	8	14	-13

(continued)
SMILES	HTR2A ag	NR2E3 ag-1	hiPSC survival	H9c2 protect	PDI inh	CaV13 FRET inh	MITF TRPM1 inh	Shn3 3UTR inh	Peg3 promoter	HIF-2a inh	NR2E3 ag-2
Cc1cc(NS(=O)(=O)c2ccc(N3C(=O)C4C5C=CC(C5)C4C3=O)cc2)nc(C)n1 (stereo unspecified)	2	2	-2.0	0	-5	-5	10	8	3	14	-4
COc1cccc(-c2cc(C(=O)NCCCn3ccnc3)c3ccccc3n2)c1	-1	1	0.2	2	-1	-5	16	10	15	5	0
COc1ccc(OCCSc2ncccn2)cc1	-1	-4	-1.2	-9	-1	-4	-44	-39	-198	-149	-92
O=C(CCC1CCCCC1)Nc1cc(Cl)ccc1N1CCOCC1	-2	nt	-0.3	-4	2	-5	-15	8	33	9	-13
Cc1ccc(S(=O)(=O)NCC(=O)OCc2nnc(-c3ccccc3)o2)cc1C	1	0	-1.2	-23	7	-4	9	-4	-49	-55	-27
CCCCOC(=O)N1CCOCCOCCOCC1	1	1	0.3	-5	-4	-4	1	17	14	4	1
COc1ccc(-c2cc(CCCC(=O)NCCc3ccccc3)no2)cc1	0	4	0.7	-5	-1	-5	-28	-19	-150	-142	-50
CCOc1cccc(CN2CCCC(C(=O)Nc3cccc(-n4cccn4)c3)C2)c1 (stereo unspecified)	-17	0	0.2	-1	-9	-3	17	21	12	0	5
COc1cccc(C(Nc2ccccn2)c2c(NC(=O)c3ccco3)sc(C)c2C)c1 (stereo unspecified)	13	3	-0.4	7	1	-17	-5	43	3	26	-3
CCOC(=O)c1ccccc1NC(=O)CSc1nnnn1C	2	4	8.6	-6	-5	nt	8	8	5	3	22
COc1ccccc1N1CCN(Cc2cc(=O)oc3cc(C)ccc23)CC1	-1	nt	-0.7	3	nt	-5	nt	-19	10	-9	7
O=C(NC1CC1)C1=C[C@@H](C2CC2)C[C@@H](OCc2ccc(CO)cc2)O1	-3	-2	-0.1	-1	5	-10	9	1	10	2	15
CC(=O)c1n[nH]nc1Nc1nc(C)cc(C)n1	1	-1	-1.5	3	-3	-7	-4	-52	1	1	-3
CCc1cc[n+](/C(C(=S)Nc2cccc(C)c2)=C(/[O-])c2ccc(C)c([N+](=O)[O-])c2)cc1	-4	2	-1.6	6	17	-5	6	-5	-15	-63	-30

Compound activity deposited in PubChem by several laboratories.
